# SRC3 inh: SRC3 coactivator transcriptional activity inhibitors, primary screen, cell-based, luminescence; AID 588352, 2011; HEK293 GAL4-SRC3 luciferase reporter; 0.17% of 360,000 active; inhibition, % at 3.6 µM;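 active means inhibition above a per-campaign cutoff, the mean of all compounds plus 3 SD, cut at about 60% in these data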;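 further: 0% = DMSO-treated cells and 100% = gossypol-treated cells at 36 µM; higher means less SRC3-driven luciferase light from the GAL4 reporter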
# ABHD5 PLIN5 PPI: ABHD5-PLIN5 interaction inhibitors, primary screen, cell lysate, split luciferase complementation, luminescence | Perilipin-5 (Homo sapiens) + 1-acylglycerol-3-phosphate O-acyltransferase ABHD5 (Homo … | Split G. princeps luciferase complementation, 4 h | inhibition, % at 4 µM | 0.78% of 360,000 active;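 active means inhibition above the mean inhibition across every tested compound plus 3 SD, cut at about 22% in these data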;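 further: 0% = DMSO only wells and the 100% control is not disclosed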
# NOD2 RIPK2 PPI: NOD2-RIPK2 binding disruptors in cells, primary screen, fluorescence, CHO cells, BLA complementation. CCF4 ratio. inhibition, % at 4.98 µM. 0.38% of 360,000 active; in the data active means inhibition above about 21%;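 further: 0% = vehicle only and 100% = reference blocker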
# NR5A2 inv ag: LRH-1 (NR5A2) inverse agonists, primary screen, cell-based, luminescence, HEK293T, StAR-luciferase reporter | inhibition, % at 3.6 µM | Nuclear receptor subfamily 5 group A member 2 (Homo sapiens), O00482 | AID 602396, 2012 | 0.13% of 360,000 active | LRH-1 transfected, 24 h;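 active means inhibition above the mean inhibition of all tested compounds plus 3 SD, cut at about 73% in these data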;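 further: 0% = DMSO wells and 100% = reporter-only cells lacking LRH-1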
# Target sequence (O00482 whole entry, looked up): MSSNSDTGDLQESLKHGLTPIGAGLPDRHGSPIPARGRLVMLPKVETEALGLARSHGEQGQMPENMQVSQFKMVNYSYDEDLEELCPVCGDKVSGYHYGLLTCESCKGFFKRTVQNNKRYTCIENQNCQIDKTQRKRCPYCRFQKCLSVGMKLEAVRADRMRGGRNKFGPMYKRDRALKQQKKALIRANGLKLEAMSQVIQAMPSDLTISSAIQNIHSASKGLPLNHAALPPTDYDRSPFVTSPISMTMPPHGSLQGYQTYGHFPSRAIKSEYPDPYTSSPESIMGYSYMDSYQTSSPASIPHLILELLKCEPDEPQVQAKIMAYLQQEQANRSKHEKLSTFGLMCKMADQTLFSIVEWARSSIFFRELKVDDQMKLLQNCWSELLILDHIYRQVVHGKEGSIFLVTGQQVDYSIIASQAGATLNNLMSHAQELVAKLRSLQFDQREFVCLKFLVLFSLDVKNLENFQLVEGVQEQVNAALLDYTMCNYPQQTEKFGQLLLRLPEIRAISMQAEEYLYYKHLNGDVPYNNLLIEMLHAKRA
# NCOA1 inh: SRC1 coactivator transcriptional activity inhibitors, primary screen, cell-based, luminescence; Nuclear receptor coactivator 1 (Homo sapiens), Q15788; HEK293 GAL4-SRC1 luciferase reporter; inhibition, % at 3.6 µM; 0.12% of 360,000 active;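 active means inhibition above the campaign mean plus 3 SD, with each screening campaign given its own cutoff, cut at about 60% in these data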;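 further: 0% = DMSO treated cells and 100% = gossypol at 36 µM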
# COUP-TFII inh: NR2F2 transcriptional activity inhibitors, primary screen, cell-based, luciferase reporter, HEK293T, luminescence. COUP transcription factor 2 (Homo sapiens), P24468. HEK293T NGFI-A luciferase reporter. inhibition, % at 8.6 µM. 0.7% of 370,000 active;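 active means inhibition above a per-plate cutoff, mean inhibition of test wells between control levels plus 3 SD, cut at about 38% in these data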;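 further: cells cotransfected with COUP-TFII expression vector driving the NGFI-A reporter; 0% = median of COUP-TF2 test wells and 100% = reporter-only cells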
# Target sequence (P24468 whole entry, looked up): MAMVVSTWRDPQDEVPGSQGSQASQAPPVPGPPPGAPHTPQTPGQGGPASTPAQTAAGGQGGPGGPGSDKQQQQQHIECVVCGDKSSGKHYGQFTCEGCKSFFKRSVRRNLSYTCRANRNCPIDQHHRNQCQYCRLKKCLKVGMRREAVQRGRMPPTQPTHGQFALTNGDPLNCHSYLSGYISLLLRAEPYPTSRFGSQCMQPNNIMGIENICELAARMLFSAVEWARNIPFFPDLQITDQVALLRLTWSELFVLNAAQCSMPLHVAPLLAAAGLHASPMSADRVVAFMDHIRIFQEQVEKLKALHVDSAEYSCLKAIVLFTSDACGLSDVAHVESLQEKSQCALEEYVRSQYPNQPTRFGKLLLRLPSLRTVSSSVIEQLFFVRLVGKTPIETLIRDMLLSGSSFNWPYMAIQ
# TLR9-MyD88 inh: inhibitors of TLR9-MyD88 association in cells, primary screen, cell-based, CHO, BLA complementation, fluorescence; Toll-like receptor 9 (Homo sapiens) + Myeloid differentiation primary response protein …; CCF4 FRET ratio; inhibition, % at 4.98 µM; 0.21% of 340,000 active;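 active means inhibition above the mean over all tested compounds plus 3 SD, cut at about 21% in these data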;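 further: 0% = DMSO only wells and 100% = clavulanate BLA inhibitor control wells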
# TWEAK-Fn14 inh: inhibitors of TWEAK-Fn14 signaling, primary screen, luciferase reporter cells, uHTS | inhibition, % at 10 µM | TWEAK-stimulated Fn14 reporter cells, luciferase luminescence, 8 h | 2% of 360,000 active; in the data active means inhibition above about 50%
# Granule exo inh: LAMP-1 surface exposure blockers, TALL-104 cells – cell-based, flow cytometry, MLPCN library, primary screen | inhibition, % at 10 µM | TALL-104 LAMP-1 surface exposure; cells stimulated with thapsigargin and PMA | 0.66% of 360,000 active;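 active means inhibition above about 55%, limit read from the data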
# TROY signal inh: inhibitors of TROY-driven NF-kB signaling, primary screen, Q293 LMP1-TROYcd cells, NF-kB luciferase, uHTS; Q293 LMP1-TROYcd NF-kB luciferase reporter, 4 h; inhibition, % at 10 µM; 0.98% of 360,000 active; AID 1347056, 2019;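 active means compounds whose plate-normalised and pattern-corrected inhibition of the luciferase reporter signal at the single screening dose is 50% or more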
# NCOA2 inhibitor: inhibition of GAL4-SRC2 driven luciferase reporter, primary screen, SRC2 inhibitor project, cell-based, luminescence. HEK293 GAL4-SRC2 luciferase reporter. Nuclear receptor coactivator 2 (Homo sapiens), Q15596. 0.17% of 370,000 active. AID 651957, 2012. inhibition, % at 9 µM;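 active means inhibition above the mean inhibition of all tested compounds plus 3 SD, set per campaign, cut at about 52% in these data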;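 further: 0% = DMSO treated cells and 100% = cells given Gossypol at 36 µM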
# * hit, by the source's call; nt = not tested or not shown.
SMILES,SRC3 inh,ABHD5 PLIN5 PPI,NOD2 RIPK2 PPI,NR5A2 inv ag,NCOA1 inh,COUP-TFII inh,TLR9-MyD88 inh,TWEAK-Fn14 inh,Granule exo inh,TROY signal inh,NCOA2 inhibitor
CN(CC(=O)Nc1ncn[nH]1)S(=O)(=O)c1cc(Cl)ccc1Cl,24,6,-5,13,7,5,-15,-4,1,0,30
CN(C)c1cccc(C(=O)OCc2cc(=O)oc3cc(O)ccc23)c1,-33,6,1,-43,-40,-13,16,-5,3,-56,-10
CCOc1nc2ccccc2cc1C=O,-25,-6,5,-2,-3,5,-2,8,0,-8,-3
CC(C)CCCN1C(N(C)C)=NC[C@@H]1Cc1ccccc1,25,-4,-3,17,0,-5,-7,15,-5,14,-32
COc1ccc(-c2noc(CN3CCN(C(=O)c4cccs4)CC3)n2)c(OC)c1OC,5,3,4,13,-38,-16,-8,-11,-1,-8,-10
CC(=O)c1c(C)[nH]c(C(=O)N2CCc3ccccc32)c1C,3,0,4,-1,-4,-50,-4,-2,0,-13,-8
Cc1onc(C(=O)Nc2c(C)n(C)n(-c3ccccc3)c2=O)c1[N+](=O)[O-],-17,1,-1,1,-7,-4,4,-7,0,-1,8
CN(CC(=O)NCCc1ccc(S(N)(=O)=O)cc1)S(=O)(=O)/C=C/c1ccccc1,1,-4,-3,-21,-14,-5,-2,-8,4,-10,-12
O=C(CCCN1C(=O)/C(=C/c2ccccc2Cl)SC1=S)NNC(=O)c1ccccc1,40,-1,2,37,37,64*,3,70*,-4,57*,81*
O=C(COC(=O)c1ccc2c(c1)OCO2)NCc1ccc(Cl)cc1,9,-3,-4,-5,-10,-17,0,1,-1,14,3
CC(C)N(C(=O)Cn1c(Cl)nc2ccccc21)C(C)C,-2,-4,0,8,12,-13,5,-5,4,11,-1
CC(C)CC1C(=O)N(Cc2cn(CCC3OCCCO3)nn2)CCS(=O)(=O)N1Cc1ccc(-c2cccc(CO)c2)cc1 (stereo unspecified),-4,-1,1,10,-6,3,-8,-2,-4,0,16
Cc1ccccc1NS(=O)(=O)c1cc(C(=O)NCCC2=CCCCC2)ccc1C,21,6,-1,18,9,13,-3,7,1,10,-13
CC(C)c1ccc(-c2cc(C(=O)NN3CCN(C)CC3)c3ccccc3n2)cc1,-45,6,6,-103,-98,-53,-2,-32,2,-41,-41
Oc1ccccc1/C=N/NC(=S)NC1CC2C=CC1C2 (stereo unspecified),-48,-3,-3,-89,-54,-7,14,-6,-6,-2,-83
COC(=O)c1c(-c2ccc(F)cc2)csc1NC(=O)c1ccco1,-79,-4,3,-171,-75,-20,-12,-18,1,-65,-15
C=CS(=O)(=O)c1c2cc(OC)ccc2nc2ccc(OC)cc12,-81,15,12,-42,-123,-9,-1,-51,0,-44,-101
Cn1c(SCC(=O)NC(=O)Nc2ccccc2)nnc1-c1ccncc1,9,-5,-1,-9,5,-1,nt,-6,-1,-10,6
NCCNc1ccc([N+](=O)[O-])cc1,12,4,-8,7,0,16,4,0,-1,1,25
CCc1cccc2c(C(=O)CN3C(=O)C(=O)N(C4CCCC4)C3=O)c[nH]c12,8,-18,-11,-7,-4,-12,-16,10,-1,11,-5
CCCCN(C(=O)CSc1nnc(-c2ccccc2)n1C)c1c(N)n(Cc2ccccc2)c(=O)[nH]c1=O,-3,10,2,-5,9,3,21*,0,-13,-3,-34
COc1ccc(C(=O)N2CCCC(C)(C(=O)NS(=O)(=O)C3CC3)C2)cc1 (stereo unspecified),1,-3,-5,11,-4,7,nt,-18,15,-9,11
COCCC(=O)N1CCC(Oc2ccc(C(=O)NCCSC)cc2)CC1,3,5,-11,13,1,-10,-4,-9,8,1,-12
COc1ccc(O)c(-c2[nH]ncc2C(=O)c2ccccc2)c1,34,5,-7,-16,22,8,-4,16,-4,7,31
COCC(=O)Oc1c(Sc2ccccc2[N+](=O)[O-])c(C)nn1C(C)(C)C,-6,-5,1,-1,4,-2,-1,0,2,13,14
# Next part.
SMILES,SRC3 inh,ABHD5 PLIN5 PPI,NOD2 RIPK2 PPI,NR5A2 inv ag,NCOA1 inh,COUP-TFII inh,TLR9-MyD88 inh,TWEAK-Fn14 inh,Granule exo inh,TROY signal inh,NCOA2 inhibitor
CC(=O)Nc1ccc(S(=O)(=O)N2CCNC(=O)C2)cc1,1,10,5,-3,12,2,8,21,0,0,-13
Cc1ccc([C@H]2C[C@@H](n3cc(C4CC4)nn3)[C@H](O)CN2C(=O)C2CCCCC2)cc1,-16,-3,-3,-21,-62,1,-1,-13,-3,-5,3
COc1ccc(C2=NOC(C(=O)NCc3ccco3)C2)cc1OC (stereo unspecified),-6,-6,14,22,3,2,-3,6,7,15,-10
CCOC(=O)c1cc(S(=O)(=O)NCCc2ccc(OC)c(OC)c2)cn1C,8,-2,2,-1,-6,-14,-3,-1,-2,-17,4
C/C(=N\N1CCN(c2ccccc2)CC1)c1ccccc1O,-32,-11,3,11,-17,2,2,-19,3,10,-76
Nc1ccc(-c2nc3ncccc3o2)c(Cl)c1,-87,6,-7,-167,-99,-47,3,-26,1,-39,-45
Cc1ccc(-n2c([O-])nc(-[n+]3ccccc3)c2C=O)cc1,-10,-1,2,11,2,-7,-3,3,4,-30,-5
Cc1cccc(CNc2ncnc3ccc(-c4cccnc4)cc23)c1,1,12,-1,-17,-12,-11,-3,17,12,16,1
COc1ccc(C(=O)Nc2ccccc2C(=O)N2CCCCC2C)cc1 (stereo unspecified),0,3,-3,1,1,-9,-1,-9,-3,-12,13
CCN1CCN(C(=S)NC(CC(=O)c2ccccc2)c2ccccc2)CC1 (stereo unspecified),14,4,-4,10,-1,2,-9,-37,-18,0,-27
COc1cc(/C=C2/SC(=S)N(c3c(C)n(C)n(-c4ccccc4)c3=O)C2=O)ccc1O,9,-4,1,18,-21,12,-7,19,4,-7,4
CN1CCN(C(=O)C[C@@H]2CC[C@@H]3[C@H](COC[C@@H](O)CN3Cc3cccc(Cl)c3)O2)CC1,nt,-10,-2,4,nt,-6,nt,nt,-5,nt,-32
Nc1nc2c3ccccc3nc(Cc3ccccc3)n2n1,-25,2,8,-31,-13,4,7,12,-2,-18,7
CCCCNC(=O)C[C@@H]1C[C@@]2(C(=O)OC)CCCCC=C2N(Cc2ccc(Cl)cc2Cl)C1=O,nt,-2,2,-2,nt,0,nt,15,0,13,-10
Cc1nn(-c2ccccc2)c(C)c1/C=N/NC(=O)c1ccccc1NS(=O)(=O)c1cccs1,7,-7,7,-29,8,7,12,8,1,-7,-14
Cc1cccc(NS(=O)(=O)c2ccc(C3CCCCC3)cc2)n1,-20,-3,7,27,7,8,2,-4,-1,9,-11
CCOc1cccc(C(=O)NC2CCCCC2)c1,-25,-8,3,-44,-65,-12,4,-38,-1,-55,-57
CN1CCN(C(=O)C2=C[C@@H](c3ccc(C(F)(F)F)cc3)C[C@@H](OCc3ccc(CO)cc3)O2)CC1,7,16,-7,-14,-17,4,3,-6,9,-12,-6
CCOc1ccc2c(CC)cc(=O)oc2c1OCC,13,1,-8,11,-5,-2,3,-7,1,-12,15
Cc1ccc(C2C(C#N)=C(N)N(c3cccnc3)C3=C2C(=O)CCC3)s1 (stereo unspecified),1,-2,-7,-24,-41,2,-2,-8,-3,-28,-66
O=C(Cc1ccccc1)NCC(=O)OCC(=O)c1cccc([N+](=O)[O-])c1,-2,-4,-4,-4,7,-5,2,12,12,-2,8
CC(C1SC(=S)NC1=O)C1SC(=S)NC1=O (stereo unspecified),-7,-36,-1,-29,-6,20,-4,9,-2,2,-4
CC(=O)NCCc1nc2ccccc2n1Cc1ccccc1,-5,8,-10,14,3,7,6,-9,-4,-12,22
NC(=NCCc1ccccc1)NS(=O)(=O)c1ccc2ccccc2c1,16,4,-1,-6,-10,-4,18,-4,-8,-1,-30
Cc1ccc2cc3c(nc2c1)N(c1ccccc1)CC3,12,0,7,2,-5,-12,3,-1,-1,-19,-8
# (further entries)
SMILES,SRC3 inh,ABHD5 PLIN5 PPI,NOD2 RIPK2 PPI,NR5A2 inv ag,NCOA1 inh,COUP-TFII inh,TLR9-MyD88 inh,TWEAK-Fn14 inh,Granule exo inh,TROY signal inh,NCOA2 inhibitor
O=C(Nc1ccccc1)c1ccccc1OCC(O)CN1C(=O)c2ccccc2S1(=O)=O (stereo unspecified),15,-2,1,-1,4,10,-1,26,-8,18,-13
O=C(CN1CCN(S(=O)(=O)c2ccccc2)CC1)Nc1ccc2c(c1)OCO2,0,0,1,2,-6,6,4,-16,-4,-41,-20
COc1ccc(CCNC(=O)CCCn2ncn3c(cc4occc43)c2=O)c(OC)c1,-21,0,4,-3,-16,-1,-4,-10,3,8,-15
Cc1ccc(S(=O)(=O)N2CCN(C(=O)CSc3nnc(C)c(=O)[nH]3)CC2)cc1,-17,-2,-5,5,-16,-1,-3,-7,0,1,-5
CC(C)(C)NS(=O)(=O)c1cc2c3c(c1)CCN3C(=O)CC2,0,-1,-5,-12,-5,18,5,5,-1,-8,-17
C[C@@H]1CN([C@@H](C)CO)C(=O)CCCn2nncc2CO[C@@H]1CN(C)C(=O)Nc1ccnc(N2CCOCC2)c1,-6,2,-6,11,18,2,1,-2,-4,4,-12
COc1ccc(S(=O)(=O)N2CCCC2=O)cc1N(C)S(C)(=O)=O,0,5,-2,3,12,2,1,-9,2,11,-7
CC(CN1CCCC(C(N)=O)C1)c1ccccc1 (stereo unspecified),-16,-6,0,-11,-17,11,-7,-4,-4,-3,0
COc1ccc(CN2C(=O)N(c3ccc(OC)cc3)C(=O)C2CC(=O)Nc2ccccc2)cc1 (stereo unspecified),-3,1,-6,2,1,1,-1,18,2,-2,-29
COc1ccc(CN(C)C(=O)c2sccc2-c2ccccc2)c(OC)c1,-2,-6,10,13,-13,18,-7,12,-4,4,-17
CCOCCCNC(=O)c1cc2c(-c3ccc(Cl)cc3)nn(C)c2s1,11,-3,3,7,3,7,6,10,-3,-6,-19
Cc1n[nH]c(C)c1S(=O)(=O)N1CCN(S(=O)(=O)c2cccc(F)c2)CC1,1,-1,1,9,2,3,-2,2,0,-7,-32
O=C(O)c1cccc(S(=O)(=O)Nc2ccc(S(=O)(=O)N3CCOCC3)cc2)c1,17,6,2,-3,-5,-16,2,-1,0,-2,-9
O=C(CN1C(=O)NC(Cc2c[nH]c3ccccc23)C1=O)Nc1cccc(S(=O)(=O)N2CCCC2)c1 (stereo unspecified),14,-1,0,11,-4,19,3,-2,-2,6,-1
CCOc1cccc(C(=O)Nc2ccncc2)c1,18,1,-6,0,7,11,1,2,3,5,27
C=CCn1c(SCC(=O)NC2CCS(=O)(=O)C2)nnc1-c1cc2c(s1)CCC(CC)C2 (stereo unspecified),-23,4,1,-52,-42,-9,-5,-5,0,-48,-35

# These rows are one share of the data; rates above refer to the full screens.
